DAX1 inh-1: blocks DAX1 repression of SF-1 activated StAR promoter | HEK293T StAR-luciferase reporter, SF-1/DAX-1 repression relief | inhibition, % at 6.8 µM | 370,000 compounds, 1.1% hits | AID 652010;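 active means inhibition above the mean over all tested compounds plus 3 SD, cut at about 3.6% in these data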;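 further: 0% = DAX-1 cells with DMSO and 100% = cells lacking DAX-1 with DMSO; higher inhibition means more luminescence from relief of DAX-1 repression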
hgDAF12 agonist: activates the H. glycines DAF-12 receptor ligand-binding domain. HEK293 GAL4-hgDAF12 UAS-luciferase reporter, agonist luminescence; normalized to butyrate control. activation, % at 6.8 µM. AID 687014. 370,000 compounds, 1.8% hits;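 active means activation above a cutoff set at the mean of all screened compounds plus 3 SD, cut at about 10% in these data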;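 further: 0% = DMSO wells and 100% = sodium butyrate wells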
GC-A act: GC-A (human) enzyme activation. HEK293 GC-A cells, cGMP TR-FRET, EC30 ANP; 0% at EC30 ANP, 100% saturating ANP. activation, % at 10 µM. 370,000 compounds, 0.14% hits. AID 1671463; in the data active means activation above about 40%
GC-B act: GC-B (human) receptor activation; P20594; HEK293-GC-B cells, CNP EC30, cGMP TR-FRET; 0% at EC30 CNP, 100% saturating CNP; activation, % at 10 µM; 370,000 compounds, 0.11% hits;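 active means activation at 10 µM reaching about 35% in either raw or pattern-adjusted values, limit read from the data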
GAA850 FXN act: activators of GAA850 frataxin (FXN) promoter; HEK293 lucGAA850 FXN promoter luciferase reporter, 24 h; percent of 10 µM SAHA response; activation, % at 6 µM; 360,000 compounds, 0.56% hits;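 active means activation above the average of all compounds screened plus 3 SD, cutoff fixed separately per campaign, cut at about 7.5% in these data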;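 further: 0% = DMSO wells and 100% = 10 µM SAHA wells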
hcDAF-12 act: H. contortus DAF-12 activation, primary screen | AID 652067 | 370,000 compounds, 1.4% hits | activation, % at 6.8 µM | HEK293 hcDAF-12 lit1-tk-luc reporter, luminescence; 0% DMSO, 100% Δ7-dafachronic acid;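 active means activation above the mean of all tested compounds plus 3 SD, cut at about 5.5% in these data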;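 further: 100% = response to 3 µM Δ7-dafachronic acid high control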
HGIII-sPLA2 inh: Blocks human group III sPLA2 activity | AID 743126 | inhibition, % at 12.2 µM | Q9NZ20 | QFRET BODIPY PC-A2 liposome hydrolysis, fluorescence | 370,000 compounds, 0.56% hits;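 active means inhibition above mean plus 3 SD of compounds lying within the high and low control bounds, cut at about 19% in these data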;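 further: 0% = median of test compound wells and 100% = no enzyme DMSO wells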
Target sequence (Q9NZ20 whole entry, looked up): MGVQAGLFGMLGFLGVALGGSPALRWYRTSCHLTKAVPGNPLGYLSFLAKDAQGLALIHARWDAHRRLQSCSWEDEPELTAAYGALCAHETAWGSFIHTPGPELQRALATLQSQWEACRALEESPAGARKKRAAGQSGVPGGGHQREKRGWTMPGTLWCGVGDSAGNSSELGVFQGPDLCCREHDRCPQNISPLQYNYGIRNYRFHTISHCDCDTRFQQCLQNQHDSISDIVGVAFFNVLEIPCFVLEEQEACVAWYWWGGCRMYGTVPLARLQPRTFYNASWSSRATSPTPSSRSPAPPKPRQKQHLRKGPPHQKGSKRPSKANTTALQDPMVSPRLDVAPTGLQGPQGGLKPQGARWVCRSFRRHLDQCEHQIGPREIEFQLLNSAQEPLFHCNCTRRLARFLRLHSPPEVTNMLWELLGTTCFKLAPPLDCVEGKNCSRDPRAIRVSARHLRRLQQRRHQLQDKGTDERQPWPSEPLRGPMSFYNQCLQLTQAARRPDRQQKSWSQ
ssDAF12 agonist: activates DAF-12 receptor from parasite S. stercoralis; HEK293 ssDAF-12/GRIP1 lit1-tk-luc reporter, luminescence; % of 3 µM dafachronic acid response; activation, % at 6.8 µM; 370,000 compounds, 1% hits;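 active means activation above the mean over all tested compounds plus 3 SD, cut at about 0.9% in these data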;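 further: 0% = DMSO-only wells and 100% = 3 µM delta7-dafachronic acid wells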
DAX1 inh-2: inhibits human nuclear receptor DAX1; AID 504766; inhibition, % at 6.75 µM; 340,000 compounds, 0.99% hits; P51843; HEK293 Gal4-DAX1 luciferase reporter, luminescence;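 active means inhibition above the mean over all tested compounds plus 3 SD, cut at about 4.2% in these data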;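 further: 0% = DAX1-transfected cells with DMSO and 100% = empty-vector control cells with DMSO; inhibition shows as a rise in luminescence from relieved DAX1 repression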
Target sequence (P51843 207-470 limits assumed): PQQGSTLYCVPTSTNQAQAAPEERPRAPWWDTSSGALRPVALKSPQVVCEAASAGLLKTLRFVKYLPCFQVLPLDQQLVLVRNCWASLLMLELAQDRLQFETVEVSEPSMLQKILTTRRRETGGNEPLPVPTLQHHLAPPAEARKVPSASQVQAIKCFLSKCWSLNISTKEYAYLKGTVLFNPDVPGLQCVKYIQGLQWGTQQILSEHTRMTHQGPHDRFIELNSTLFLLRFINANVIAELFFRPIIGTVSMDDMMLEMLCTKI
SMARCA2 act: increases SMARCA2 function in MMTV reporter cells | MG213 cells, MMTV-luciferase reporter, dexamethasone, overnight | activation, % at 9.1 µM | 370,000 compounds, 1% hits | AID 652017; in the data active means activation above about 7.8%;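 further: 0% = vehicle wells and 100% = reference activator wells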
proKLK7 act: proKLK7 (human) activation, primary screen; 370,000 compounds, 0.9% hits; AID 652039; activation, % at 7 µM; purified proKLK7, EDANS-DABCYL substrate fluorescence; 100% is mature enzyme control, 0% vehicle; P49862;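 active means activation above the mean of all tested compounds plus 3 SD, computed per campaign excluding outliers beyond control limits, cut at about 13% in these data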
Target sequence (P49862 whole entry, looked up): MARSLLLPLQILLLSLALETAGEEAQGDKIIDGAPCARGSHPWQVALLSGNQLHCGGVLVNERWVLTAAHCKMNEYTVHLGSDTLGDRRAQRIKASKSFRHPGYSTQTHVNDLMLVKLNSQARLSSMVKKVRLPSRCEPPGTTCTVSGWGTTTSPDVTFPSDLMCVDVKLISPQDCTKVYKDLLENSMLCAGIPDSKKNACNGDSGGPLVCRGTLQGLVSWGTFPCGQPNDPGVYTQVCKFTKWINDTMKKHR
The depositor's hits bear a star. This is a random part of the collection, and some 6.7% of all compounds hit somewhere here.

For CN1C(=S)SC(/[N+]([O-])=C\c2ccccc2)C1(C)C (stereo unspecified) the results were DAX1 inh-1 -0.1, hgDAF12 agonist 0.7, GC-A act -2.4, GC-B act 6.3, GAA850 FXN act -0.8, hcDAF-12 act -0.7, HGIII-sPLA2 inh -2.4, ssDAF12 agonist -1.0, DAX1 inh-2 -0.1, SMARCA2 act -1.6 and proKLK7 act -0.1.
`Cc1cc(O)c(NC(=O)c2cc([N+](=O)[O-])ccc2Cl)cc1C` gave DAX1 inh-1 -3.1, hgDAF12 agonist -4.0, GC-A act -2.7, GC-B act 1.9, GAA850 FXN act -3.2, hcDAF-12 act 0.8, HGIII-sPLA2 inh -7.7, ssDAF12 agonist -0.9, DAX1 inh-2 -3.3, SMARCA2 act -2.3 and proKLK7 act -0.4.
Screening CCc1nc2ccc(C(=O)N(CC)CCN(C)C)cn2c1N(C)C(=O)c1cccc(OC)c1 returned DAX1 inh-1 1.6, hgDAF12 agonist -1.3, GC-A act 0.6, GC-B act 3.6, GAA850 FXN act -0.6, hcDAF-12 act -1.5, HGIII-sPLA2 inh 5.5, ssDAF12 agonist -1.0, SMARCA2 act 0.0 and proKLK7 act -0.1.
`COc1ccc(CCC(C)NCCc2ccc(Cl)cc2Cl)cc1` (stereo unspecified) gave DAX1 inh-1 0.1, hgDAF12 agonist -1.2, GC-A act -12.4, GC-B act -9.9, GAA850 FXN act 1.5, hcDAF-12 act -2.0, HGIII-sPLA2 inh 8.4, ssDAF12 agonist -1.8, DAX1 inh-2 -0.4, SMARCA2 act -1.4 and proKLK7 act 0.1.
Screening CCCCN(CC)C(=O)c1cc2cc3ccc(Cl)cc3nc2o1 returned DAX1 inh-1 -0.1, hgDAF12 agonist 4.9, GC-A act 2.6, GC-B act -2.2, GAA850 FXN act 1.0, hcDAF-12 act -0.6, HGIII-sPLA2 inh -9.1, ssDAF12 agonist -1.1, DAX1 inh-2 -0.8, SMARCA2 act 1.6 and proKLK7 act -4.4.
Screening COc1ccc(N2CCN(C(=O)C3CCN(S(=O)(=O)c4ccc(F)cc4)CC3)CC2)cc1 returned DAX1 inh-1 -0.8, hgDAF12 agonist -3.5, GC-A act 0.7, GC-B act 2.3, GAA850 FXN act 0.3, hcDAF-12 act 1.0, HGIII-sPLA2 inh -3.3, ssDAF12 agonist -0.9, DAX1 inh-2 -0.5, SMARCA2 act -3.8 and proKLK7 act -0.1.
For COc1ccc(NS(=O)(=O)c2ccc(NC(=O)c3ccc(CN4CCOCC4)cc3)cc2)cc1 the results were DAX1 inh-1 -3.0, hgDAF12 agonist -8.3, GC-A act -1.3, GC-B act 2.6, GAA850 FXN act -3.1, hcDAF-12 act -3.5, HGIII-sPLA2 inh -28.1, ssDAF12 agonist -2.3, DAX1 inh-2 -2.1, SMARCA2 act -5.9 and proKLK7 act -0.3.
`O=C1NC(=O)C2(CCCC2C(=O)O)N1` (stereo unspecified) gave DAX1 inh-1 -0.2, hgDAF12 agonist 0.3, GC-A act 3.6, GC-B act 3.0, GAA850 FXN act -1.2, hcDAF-12 act -0.5, HGIII-sPLA2 inh 8.1, ssDAF12 agonist -0.8, DAX1 inh-2 -0.5, SMARCA2 act -4.5 and proKLK7 act -0.6.
For CCOC(=O)CSc1nc2c(sc(=S)n2-c2ccccc2OC)c(=O)n1-c1ccccc1OC the results were DAX1 inh-1 -1.1, hgDAF12 agonist 0.1, GC-A act -2.1, GC-B act -9.2, GAA850 FXN act -2.7, hcDAF-12 act -0.7, HGIII-sPLA2 inh -4.5, ssDAF12 agonist -1.2, DAX1 inh-2 -1.2, SMARCA2 act -0.2 and proKLK7 act -0.4.
For CCOc1ccc(Oc2c(/C=N/NC(N)=O)c(C)nn2-c2ccccc2)cc1 the results were DAX1 inh-1 -0.9, hgDAF12 agonist -1.1, GC-A act 8.5, GC-B act 10.1, GAA850 FXN act 4.0, hcDAF-12 act -1.8, HGIII-sPLA2 inh -6.7, ssDAF12 agonist -0.4, DAX1 inh-2 0.3, SMARCA2 act -3.5 and proKLK7 act 0.3.
For Cc1cc(C(F)F)n2ncc(C(=O)N3CCC(C(N)=O)CC3)c2n1 the results were DAX1 inh-1 -0.4, hgDAF12 agonist 0.7, GC-A act -2.6, GC-B act 9.0, GAA850 FXN act -0.5, hcDAF-12 act -1.3, HGIII-sPLA2 inh 6.0, ssDAF12 agonist -1.1, DAX1 inh-2 0.6, SMARCA2 act -1.2 and proKLK7 act -0.8.
`O=C(Nc1ccc2c(c1)OCCO2)C1CC(O)CN1C(=O)Nc1ccccc1` (stereo unspecified) gave DAX1 inh-1 0.0, hgDAF12 agonist 0.6, GC-A act -0.8, GC-B act 2.4, GAA850 FXN act 0.1, hcDAF-12 act -0.2, HGIII-sPLA2 inh 0.7, ssDAF12 agonist -0.6, DAX1 inh-2 -0.9, SMARCA2 act -0.5 and proKLK7 act 0.0.
Screening COC(=O)[C@@H](N)Cc1ccc(O)c(O)c1 returned DAX1 inh-1 -0.8, hgDAF12 agonist 1.5, GC-A act 1.9, GC-B act -0.3, GAA850 FXN act 1.5, hcDAF-12 act -1.0, HGIII-sPLA2 inh -0.7, ssDAF12 agonist -1.5, DAX1 inh-2 0.1, SMARCA2 act -0.9 and proKLK7 act 5.6.
Screening Cc1nc2ccccn2c1-c1csc(Nc2ccc(C(=O)O)cc2)n1 returned DAX1 inh-1 -1.1, hgDAF12 agonist 4.0, GC-A act -4.8, GC-B act 2.0, GAA850 FXN act -1.7, hcDAF-12 act 3.2, HGIII-sPLA2 inh 4.6, ssDAF12 agonist -0.6, DAX1 inh-2 -2.8, SMARCA2 act 1.6 and proKLK7 act -0.7.
CCc1cc(C(=O)NNC(=S)Nc2cc(C)ccc2C)cs1 was read as DAX1 inh-1 0.0, hgDAF12 agonist -1.7, GC-A act 1.9, GC-B act 11.8, GAA850 FXN act 2.5, hcDAF-12 act -1.2, HGIII-sPLA2 inh 5.5, ssDAF12 agonist -1.2, DAX1 inh-2 0.7, SMARCA2 act -1.1 and proKLK7 act 0.3.
COc1ccc(-n2c(-c3ccc(Br)cc3)nc(=S)c3c2CCCC3)cc1 was read as DAX1 inh-1 -0.5, hgDAF12 agonist 3.0, GC-A act -31.0, GC-B act -11.4, GAA850 FXN act -0.9, hcDAF-12 act -0.2, HGIII-sPLA2 inh 7.8, ssDAF12 agonist -1.0, DAX1 inh-2 0.9, SMARCA2 act -1.0 and proKLK7 act -0.1.
Screening Cn1cc(CNCCN2CCCCC2=O)c(-c2cccc(Cl)c2)n1 returned DAX1 inh-1 -0.4, hgDAF12 agonist 3.9, GC-A act -4.0, GC-B act -5.8, GAA850 FXN act 0.3, hcDAF-12 act -0.3, HGIII-sPLA2 inh -1.9, ssDAF12 agonist -1.6, DAX1 inh-2 1.4, SMARCA2 act -3.7 and proKLK7 act -0.1.
COc1cc(C(=O)OCC(=O)NC(=O)c2cccn2C)ccc1OC(F)F was read as DAX1 inh-1 0.3, hgDAF12 agonist -0.8, GC-A act 3.7, GC-B act 7.0, GAA850 FXN act 1.0, hcDAF-12 act 1.8, HGIII-sPLA2 inh -1.5, ssDAF12 agonist -0.1, DAX1 inh-2 0.4, SMARCA2 act 2.1 and proKLK7 act 0.1.
CC1Cc2ccccc2N1Cc1cc(=O)c(OCC(=O)NCCc2ccccc2)co1 (stereo unspecified) was read as DAX1 inh-1 -2.7, hgDAF12 agonist -0.5, GC-A act -0.6, GC-B act -7.3, GAA850 FXN act -1.2, hcDAF-12 act 0.3, HGIII-sPLA2 inh -3.8, ssDAF12 agonist -0.7, DAX1 inh-2 -0.6, SMARCA2 act -1.3 and proKLK7 act 0.3.
For COc1ccc(N(CN2C(=O)C3C4C=CC(C4)C3C2=O)C(=O)c2ccco2)cc1 (stereo unspecified) the results were DAX1 inh-1 0.2, hgDAF12 agonist 0.5, GC-A act -0.4, GC-B act 0.5, GAA850 FXN act -1.2, hcDAF-12 act -1.2, HGIII-sPLA2 inh 6.7, ssDAF12 agonist -1.2, DAX1 inh-2 0.1, SMARCA2 act -4.8 and proKLK7 act -0.1.
Screening CCN(CC)CCNC(=O)C(Cl)=C1C(Cl)=C(Cl)C(Cl)=C1Cl returned DAX1 inh-1 0.0, hgDAF12 agonist -9.7, GC-A act 0.3, GC-B act 1.4, GAA850 FXN act 3.1, hcDAF-12 act 1.2, HGIII-sPLA2 inh 6.0, ssDAF12 agonist -0.7, DAX1 inh-2 -1.1, SMARCA2 act 10.2* and proKLK7 act 0.5.
C/C(=N\O)C(=O)NCCN(C)C was read as DAX1 inh-1 -0.3, hgDAF12 agonist -1.2, GC-A act -1.2, GC-B act -6.1, GAA850 FXN act -0.6, hcDAF-12 act -1.2, HGIII-sPLA2 inh 16.8, ssDAF12 agonist -0.9, DAX1 inh-2 -0.5, SMARCA2 act -3.5 and proKLK7 act 0.1.
Screening O=C(/C=C/c1ccccc1)NC(=S)Nc1ccccc1 returned DAX1 inh-1 -0.1, hgDAF12 agonist -1.8, GC-A act 4.4, GC-B act -4.4, GAA850 FXN act 2.4, hcDAF-12 act 2.2, HGIII-sPLA2 inh 1.3, ssDAF12 agonist -1.0, DAX1 inh-2 0.7, SMARCA2 act -0.3 and proKLK7 act 0.0.
For O=C(Cc1ccccc1)NCC(=O)OCC(=O)c1cccs1 the results were DAX1 inh-1 0.3, hgDAF12 agonist -3.6, GC-A act 3.0, GC-B act 0.1, GAA850 FXN act -0.3, hcDAF-12 act 0.3, HGIII-sPLA2 inh 2.8, ssDAF12 agonist -0.3, DAX1 inh-2 -0.9, SMARCA2 act 3.4 and proKLK7 act 0.2.
Screening O=C(C1CCCCC1)N1CCN=C1SCc1cccnc1 returned DAX1 inh-1 0.8, hgDAF12 agonist -0.1, GC-A act 4.1, GC-B act -5.4, GAA850 FXN act 1.5, hcDAF-12 act -0.6, HGIII-sPLA2 inh 5.3, ssDAF12 agonist -0.3, DAX1 inh-2 2.0, SMARCA2 act -1.3 and proKLK7 act 0.1.
`CCOc1ccc(S(=O)(=O)NCC(=O)OCc2nnc(-c3ccccc3)o2)cc1` gave DAX1 inh-1 -0.7, hgDAF12 agonist 1.7, GC-A act 2.6, GC-B act -5.2, GAA850 FXN act 2.1, hcDAF-12 act -1.1, HGIII-sPLA2 inh 0.9, ssDAF12 agonist -0.8, DAX1 inh-2 1.0, SMARCA2 act -3.1 and proKLK7 act -0.4.
For NC(=O)C1=NOC(CNc2ncc(C(F)(F)F)cc2Cl)C1 (stereo unspecified) the results were DAX1 inh-1 1.2, hgDAF12 agonist 6.5, GC-A act -6.3, GC-B act -6.7, GAA850 FXN act 3.8, hcDAF-12 act -0.4, HGIII-sPLA2 inh 17.6, ssDAF12 agonist -0.6, DAX1 inh-2 1.5, SMARCA2 act 3.2 and proKLK7 act -0.4.
